Bioassay records as filed in PubChem.
NS5 inhibitors – flavivirus cap methylation enzyme inhibition – biochemical, confirmation dose response, primary screen (AID 588689). inhibition, % at 25 µM; hits with a dose series show IC50 in µM. Dengue-2 NS5 methyltransferase capping enzyme assay, biochemical; higher % means a stronger effect. 340,000 compounds, 0.3% hits; in the data active = a potency from the dose series; inconclusive = inhibition above about 29% without an active follow-up result
AID2073 – inhibitors of Mint1-CaV2.2 protein interaction, biochemical, HTRF (AID 2073). HTRF protein-protein interaction, Mint1-CaV2.2; higher % means a stronger effect. 290,000 compounds, 0.19% hits. inhibition, % at 20 µM; hits with a dose series show IC50 in µM; in the data active = inhibition mostly above about 51%, no sharp cut-off; inconclusive = no clear call, values can overlap the other calls; inactive = mostly below about 53%; also: some results filed as inactive read as strong as hits
NOD2 inhibition – inhibition of NOD2-driven NF-kB reporter – cell-based, luminescence, uHTS, HEK293 (AID 1566); HEK293 NOD2/NF-kB luciferase reporter, luminescence; higher % means a stronger effect; one-dose inhibition, % at 4 µM; EC50 in µM for titrated hits; 290,000 compounds, 0.63% hits; also: many of its hits are not listed in these tables
Siah-1 displacement – blockers of Siah-1 interaction with plectin peptide – biochemical, fluorescence polarization, rhodamine-plectin, uHTS, primary screen (AID 1817); displacement, % at 20 µM, or IC50 in µM where a hit was titrated; 290,000 compounds, 0.02% hits; Siah-1 / rhodamine-plectin peptide fluorescence polarization; higher % means a stronger effect;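 active = displacement of at least 50% at 20 µM, with a fluorescence ratio check between 0.3 and a set limit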;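 also: plate controls were Siah plus tracer with DMSO for no effect and tracer alone without Siah for full effect; strong numbers were not always called active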
XIAP displacement – small molecules displacing peptide from XIAP – biochemical, IAP family, fluorescence polarization (AID 1018); XIAP BIR domain, fluorescence polarization peptide displacement; higher % means a stronger effect; displacement, % at 20 µM, or IC50 in µM where a hit was titrated; 200,000 compounds, 0.007% hits; in the data active = displacement above about 50%; also: a part of the inactive calls stands beside numbers as strong as those of hits
LYP inhibition – inhibitors of LYP phosphatase, biochemical, fluorescence intensity, uHTS (AID 1779); recombinant LYP phosphatase, fluorescence intensity; higher % means a stronger effect; inhibition, % at 11.5 µM, or IC50 in µM where a hit was titrated; 290,000 compounds, 0.054% hits;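 also: plate controls were vehicle with enzyme for no effect and no enzyme for full effect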
HIV fusion peptide – inhibitors of HIV fusion peptide binding, primary screen, biochemical, uHTS, fluorescence dequenching (AID 1986) | 290,000 compounds, 0.3% hits | one-dose inhibition, % at 20 µM; IC50 in µM for titrated hits | cell-free peptide binding, fluorescence dequenching, 30 min; higher % means a stronger effect; in the data active = inhibition mostly above about 52%, no sharp cut-off; inactive = mostly below about 76%; also: some results filed as inactive read as strong as hits
Myeloid diff 2 – promotes myeloid progenitor differentiation. ER-HoxA9 myeloid progenitors, lysozyme-GFP differentiation, flow cytometry. AID 624256. calls only at 10 µM. 360,000 compounds, 1% hits;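 active = normalized GFP-positive differentiation at or above the plate's own cutoff, the solvent-only control mean plus 3 SD; inconclusive = no clear call, values can overlap the other calls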;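 also: cells exposed to compound for four days before flow analysis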
Hep lipid drop – modulators of hepatic lipid droplet formation; AML12 mouse hepatocytes, oleate lipid droplets, BODIPY imaging; inhibition, % at 6.5 µM; 240,000 compounds, 0.4% hits; AID 1656;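 active = lipid droplet intensity inhibited by at least 50%, with more than 500 cells counted; inconclusive = wells with under 300 cells, treated as cytotoxic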
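Test system: AML12 mouse liver cells; schedule: overnight exposure; technique: high-content imaging of BODIPY-stained droplets and DAPI nuclei; read-out: % inhibition of corrected integrated BODIPY droplet signal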
Hep lipid drop cells 6.5 µM – second read-out of Hep lipid drop, no call of its own (marks repeat the call); cell count; measured here: cell count, cytotoxicity flag;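 cells counted across two imaged fields per well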
NS5 inhibitors pilot replicate – also measured in NS5 inhibitors; calls as there; inhibition, %; measured here: pilot screen replicate inhibition
Myeloid diff 2 GFP+ MAC1+ % – second read-out of Myeloid diff 2, no call of its own (marks repeat the call); GFP+ MAC1+ double positive, %; measured here: differentiation confirmed by MAC1 staining
Active calls of the source: *; i = inactive; u = inconclusive; x = no result given; + = active, no number. Rule as the data show it, unless noted: active = inhibition above about 50%; inactive = the rest. These rows are one share of the data; count on the stated rates, not on these rows.

SMILES | NS5 inhibitors | AID2073 | NOD2 inhibition | Siah-1 displacement | XIAP displacement | LYP inhibition | HIV fusion peptide | Myeloid diff 2 | Myeloid diff 2 GFP+ MAC1+ % | Hep lipid drop | Hep lipid drop cells 6.5 µM | others
COc1ccc(C(=O)Nn2c(CCC(=O)O)ccc2-c2ccc(C)cc2)cc1OC | -4% | 3% | -7% | 0% | -4.8% | -6% | 1.1% | i | 0.3 | -6 | 643
Cc1ccc2nc(N3CCC(C(=O)O)CC3)nc(-c3ccccc3)c2c1 | -2% | 19% | 14% | 0% | -8.7% | 2% | 0.3% | i | 0.9 | x | x
COc1ccc(/C=N/NC(=O)CSCC(=O)Nc2ccccc2)cc1OC | -4% | -4% | 3% | -1% | -4.0% | -8% | 3.5% | i | 5.4 | x | x
Cc1ccc(CSc2nnc(SCC(=O)N/N=C/c3ccc(C(=O)O)cc3)s2)cc1 | -3% | -16% | -63% | 2% | x | 0% | 12% | i | 0.3 | 2 | 728
O=[N+]([O-])c1ccc(-c2csc(N/N=C/c3cccnc3)n2)cc1 | -9% | 20% | 0% | 6% | -4.4% | -6% | -1.9% | i | 0.0 | -2 | 665
CCOCCCNCC(=O)Nc1ccc(OC(F)(F)F)cc1 | -5% | -2% | -38% | 0% | -5.2% | 0% | -0.1% | i | 0.9 | 26 | 769
CC(C)(C)N(NC(=O)OCc1ccccc1)C(=O)c1ccccc1 | -4% | 1% | 11% | -2% | -7.0% | -8% | -0.1% | i | 0.2 | -9 | 637
COc1ccc(CNC(=O)c2cc(-n3cnnc3)ccc2Cl)cc1 | -9% | 0% | -1% | 2% | -0.8% | -2% | -1.3% | i | 0.8 | -2 | 722
COCCN(C(=O)CSc1nc2ccc(C)cc2[nH]1)c1c(N)n(Cc2ccccc2)c(=O)[nH]c1=O | -7% | 3% | 15% | 4% | -6.8% | 4% | 0.6% | + | 2.4* | -11 | 688
Fc1ccc(NC(=S)NCCc2ccccn2)cc1 | 2% | -16% | 17% | -2% | -9.6% | 0% | 0.2% | i | 0.4 | 0 | 665
O=c1c2c(ncn2C2CCCC2)n(Cc2ccccc2)c(=O)n1CCOc1ccccc1 | 1% | 4% | 19% | 1% | -7.3% | 0% | -1.4% | i | 0.5 | 0 | 635
c1ccc(CNc2ncnc3nc[nH]c23)nc1 | -2% | 4% | -7% | 6% | -1.2% | 4% | -1.7% | i | 1.2 | 0 | 664
CC(NC(=O)c1ccccc1N)c1ccccc1 (configuration not stated) | 2% | 10% | -1% | 3% | -4.2% | -12% | -0.3% | i | 0.0 | -2 | 637
Clc1ccc2nc(N3CCNCC3)nc(-c3ccccc3)c2c1 | -10% | 2% | 32% | 3% | -3.8% | -11% | -4.0% | i | 0.0 | x | x
COC(=O)c1sccc1NC(=O)CSCCc1ccccn1 | -15% | 21% | 21% | 1% | -8.9% | -10% | -0.1% | i | 1.4 | -4 | 684
Cc1nn(-c2ccccc2)c(C)c1/C=N/NC(=O)c1cccs1 | -5% | 1% | -12% | 6% | -4.0% | 3% | 0.9% | i | 0.5 | -22 | 565
O=C(Cc1ccccc1)Nc1ccccc1Oc1ccccc1 | 4% | -7% | 3% | 10% | -3.7% | -5% | 1.2% | i | 0.4 | -27 | 656
CCCc1nc2c(sc3nc4c(cc32)COC(C)(C)C4)c(=O)n1CCN(C)C | 1% | 5% | 15% | 9% | 0.5% | -5% | 0.3% | i | 0.3 | 12 | 681
O=C(CC1C(=O)NCCN1CCCc1ccccc1)NCCc1ccccc1F (configuration not stated) | 1% | 44% | -7% | -4% | x | -5% | 4.4% | i | 2.6 | -3 | 769
N#Cc1cc2[nH]c3ccccc3c2[n+](-c2ccc([N+](=O)[O-])cc2)c1N | 1% | -1% | -4% | -9% | -1.5% | -8% | 0.3% | i | 0.4 | -23 | 731
COc1cccc(CN(C)CC2CCCN(CCc3ccccc3C)C2)c1 (configuration not stated) | -3% | 14% | -38% | 4% | x | -3% | 1.2% | i | 0.0 | -22 | 760
CCN(CC)C(=O)n1cnc(-c2ccccc2)c1-c1ccccc1 | 2% | 2% | 2% | -5% | -17% | 5% | 1.5% | i | 0.8 | 5 | 679
COc1ccc(C(=O)COC(=O)CCN=C2NS(=O)(=O)c3ccccc32)cc1OC | -3% | 0% | 0% | -3% | -4.8% | 8% | 3.8% | i | 2.7 | x | x | NS5 inhibitors pilot replicate=-6.7
O=C(N/N=C/c1ccc(F)cc1)c1c(O)c2ccccc2[nH]c1=O | 6% | 10% | 29% | 28% | -1.6% | -7% | 1.0% | i | 0.0 | -2 | 720
CN(c1ccccc1)S(=O)(=O)c1ccc(C(=O)Nc2nnc(C3CC3)o2)cc1 | x | -2% | 28% | 0% | 1.6% | 0% | 6.2% | i | 0.2 | 0 | 697
O=C1/C(=C/c2ccncc2)SC(=S)N1Cc1ccccc1 | -4% | -19% | -30% | 0% | x | 5% | -2.6% | i | 0.3 | -15 | 727
CCCOc1ccc(C(=O)Nc2c[nH]c(=O)[nH]c2=O)cc1 | -5% | -5% | -10% | -2% | -1.4% | -5% | 0.9% | i | 0.9 | -15 | 517
Cc1cc(C(=O)COC(=O)c2cc(Cl)ccc2N)c(C)n1Cc1ccco1 | -9% | 22% | -73% | 4% | -4.2% | -1% | 17% | i | 0.3 | 28 | 688
CC(=O)c1c[nH]c(C(=O)NC2CCCCCC2)c1 | -6% | 2% | 11% | 8% | x | -12% | -0.5% | i | 0.8 | 8 | 829
COc1ccc(/C=N/Nc2nccnc2Cl)c(OC)c1 | -4% | -11% | -61% | 11% | -1.6% | -2% | 1.0% | i | 0.1 | 1 | 731

The final 3 records of the section before lead into the next:
SMILES | NS5 inhibitors | AID2073 | NOD2 inhibition | Siah-1 displacement | XIAP displacement | LYP inhibition | HIV fusion peptide | Myeloid diff 2 | Myeloid diff 2 GFP+ MAC1+ % | Hep lipid drop | Hep lipid drop cells 6.5 µM | others
Cc1cc(C(=O)COC(=O)c2cc(Cl)ccc2N)c(C)n1Cc1ccco1 | -9% | 22% | -73% | 4% | -4.2% | -1% | 17% | i | 0.3 | 28 | 688
CC(=O)c1c[nH]c(C(=O)NC2CCCCCC2)c1 | -6% | 2% | 11% | 8% | x | -12% | -0.5% | i | 0.8 | 8 | 829
COc1ccc(/C=N/Nc2nccnc2Cl)c(OC)c1 | -4% | -11% | -61% | 11% | -1.6% | -2% | 1.0% | i | 0.1 | 1 | 731
O=C(Nc1cccnc1Cl)c1ccc(Cl)c([N+](=O)[O-])c1 | -5% | 2% | -15% | 1% | -8.7% | -8% | 0.5% | i | 0.6 | 5 | 794
CC1CCN(C(=O)c2ccc3c(Cl)c4c(nc3c2)CCCC4)CC1 | 10% | -11% | -24% | 5% | -3.7% | -2% | 1.9% | i | 0.2 | 0 | 714
O=C1CC(=O)N(Cc2ccco2)C(=S)N1 | -37% | 68% | -9% | -4% | -4.3% | 3% | 33% | i | 1.1 | 20 | 817
CC(=O)c1c(C)nc2ccc(Br)cc2c1-c1ccccc1 | -15% | -14% | 0% | 4% | -3.0% | -1% | -0.2% | i | 0.1 | -2 | 690
N#Cc1ccc(Oc2ccc(-c3nc4ccccc4nc3-c3ccccc3)cc2)cc1C#N | -4% | 30% | 21% | 1% | -10% | -6% | 1.0% | i | 2.3 | -36 | 557
Cn1c(=O)c([N+](=O)[O-])c(-n2cnc3ccccc32)c2ccccc21 | x | -32% | -8% | 6% | x | -5% | -2.0% | i | 0.8 | 14 | 730
CCOC(=O)c1c(C)[nH]c(C(=O)OC/C(O)=C(\C#N)c2nc3ccccc3[nH]2)c1C | -12% | 24% | 13% | 2% | -3.2% | -5% | 5.8% | i | 1.3 | 4 | 758
COC(=O)CSc1snnc1-c1ccc(F)cc1 | -3% | 0% | 15% | 0% | -2.7% | 0% | -0.3% | i | 0.5 | 8 | 834
CCOc1ccc2nc3c(cc2c1)CN(CCOC)C(=NC)S3 | -11% | -8% | 7% | -3% | -11% | -5% | 0.8% | i | 0.6 | -7 | 750
Cc1ccc(-n2c(SCC(=O)NCC3CCCO3)nnc2-c2ccoc2C)cc1 (configuration not stated) | -9% | -5% | 5% | 1% | 0.8% | -5% | -3.2% | i | 0.6 | x | x

Next section; it opens with the two that closed the last part.
SMILES | NS5 inhibitors | AID2073 | NOD2 inhibition | Siah-1 displacement | XIAP displacement | LYP inhibition | HIV fusion peptide | Myeloid diff 2 | Myeloid diff 2 GFP+ MAC1+ % | Hep lipid drop | Hep lipid drop cells 6.5 µM | others
CCOc1ccc2nc3c(cc2c1)CN(CCOC)C(=NC)S3 | -11% | -8% | 7% | -3% | -11% | -5% | 0.8% | i | 0.6 | -7 | 750
Cc1ccc(-n2c(SCC(=O)NCC3CCCO3)nnc2-c2ccoc2C)cc1 (configuration not stated) | -9% | -5% | 5% | 1% | 0.8% | -5% | -3.2% | i | 0.6 | x | x
CCCn1c(C)cc(C(=O)COc2ccc(S(=O)(=O)N(CC)CC)cc2[N+](=O)[O-])c1C | -1% | 12% | 3% | -5% | -8.7% | -1% | 15% | i | 1.3 | -13 | 652
N=C1C(c2ccccc2)=C(O)CN1CCO | 5% | 6% | 3% | 6% | -2.2% | -5% | 1.4% | i | 0.9 | 7 | 722
COC(=O)c1cn(-c2ccc(F)cc2)c(=O)c2ccccc12 | -1% | 2% | 22% | 5% | -4.8% | -8% | 1.7% | i | 0.1 | -16 | 748
CCOCCCNC(=S)N(CCO)Cc1cc2cc3c(cc2[nH]c1=O)OCCO3 | 1% | -4% | -5% | -6% | x | -7% | -0.9% | i | 1.1 | 6 | 764
COc1cccc(CNC(=O)c2nnn(CC(=O)Nc3ccc(Br)cc3)c2N)c1 | -2% | 32% | 12% | 12% | x | -9% | 1.6% | u | x | -1 | 798
O=C(NNc1ccc([N+](=O)[O-])cc1[N+](=O)[O-])C1C2CCCCC21 (configuration not stated) | -1% | -5% | 12% | -4% | -2.8% | 1% | -1.2% | i | 0.5 | -35 | 707
O=C(NCc1ccc(F)cc1)c1cnc2n(c1=O)CCS2 | -3% | -2% | 18% | -1% | -2.8% | -6% | -1.3% | i | 1.9 | x | x
CCOC(=O)CN1C(=O)N(CC(=O)OCC)C(c2ccccc2)(c2ccccc2)C1=O | x | 8% | 10% | 1% | x | -8% | 1.9% | i | 0.3 | x | x
CC(C)CCNC(=O)C(c1ccco1)N(CC1CCCO1)C(=O)Cn1nnc2ccccc21 (configuration not stated) | -5% | 1% | 6% | 7% | -5.4% | -6% | 0.3% | i | 1.0 | -7 | 770
CC(C)COC(=O)NCC12C=CC(O1)C1C(=O)N(c3ccc(Cl)cc3)C(=O)C12 (configuration not stated) | -14% | 3% | -2% | -3% | -7.3% | -1% | 2.7% | i | 0.8 | -14 | 716
C=CCC1(CC=C)CCCN1C(=O)c1cc(COc2ccc(-n3cncn3)cc2)on1 | -6% | 4% | 48% | -6% | x | -6% | 0.0% | i | 5.5 | -67 | 725
